Mcl-1 Bim block: inhibitors of Bim peptide binding to Mcl-1, primary screen, biochemical, bead-based flow cytometry, multiplex; Bim peptide-Mcl-1 binding; 190,000 compounds, 0.1% hits; inhibition, % at 10 µM; Induced myeloid leukemia cell differentiation protein Mcl-1 (Homo sapiens), Q07820;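 further: 0% = no compound tracer wells and 100% = peptide blocker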
RGS4-Gao reg: modulators of RGS4 binding to Galphao, primary screen, biochemical, multiplexed bead flow cytometry. actives lie on both sides. binding response (% of control), % at 10 µM. 220,000 compounds, 0.33% hits. AID 1415, 2008; in the data active means binding response below about 49% or above about 150%; inactive means in between;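 further: fluorescent Galphao activated with aluminum fluoride binding bead-coupled RGS4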
Target sequence (P09471 whole entry, looked up): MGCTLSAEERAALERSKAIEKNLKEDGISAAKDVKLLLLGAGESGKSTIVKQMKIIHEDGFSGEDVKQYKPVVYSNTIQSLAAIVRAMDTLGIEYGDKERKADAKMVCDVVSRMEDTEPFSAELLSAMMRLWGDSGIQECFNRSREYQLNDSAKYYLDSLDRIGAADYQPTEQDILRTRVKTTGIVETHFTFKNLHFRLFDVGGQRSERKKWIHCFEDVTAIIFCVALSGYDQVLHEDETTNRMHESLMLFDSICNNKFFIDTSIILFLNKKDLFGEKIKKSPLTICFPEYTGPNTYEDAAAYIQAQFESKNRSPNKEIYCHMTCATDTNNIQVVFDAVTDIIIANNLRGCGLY
RGS8-Gao reg: RGS8-Galphao binding modulators, primary screen, biochemical, multiplexed bead flow cytometry. actives lie on both sides. 220,000 compounds, 0.34% hits. Guanine nucleotide-binding protein G(o) subunit alpha (Homo sapiens), P09471. response (percent of control binding), % at 10 µM; in the data active means response below about 60% or above about 140%; inactive means in between;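 further: Galphao activated as the GDP aluminium fluoride complex binding bead-coupled RGS8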
Mcl1 Noxa PPI: Mcl-1/Noxa binding inhibitors, primary screen, biochemical, TR-FRET, 1536-well. Induced myeloid leukemia cell differentiation protein Mcl-1 (Homo sapiens), Q07820. TR-FRET Mcl-1/Noxa peptide binding, 2 h. inhibition, % at 21.7 µM. 220,000 compounds, 1.5% hits. AID 1022, 2008;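 active means compounds that cut the protein-peptide binding signal by more than 50% relative to plate controls in a single-dose test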;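 further: His-tagged Mcl-1 with rhodamine Noxa BH3 peptide and terbium anti-His antibody; 0% = Mcl-1 plus Noxa peptide wells and 100% = peptide-only wells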
Bcl-B Bim block: inhibitors of Bim-Bcl-B binding, primary screen, biochemical, multiplexed, human Bcl-2 family. bead-based flow cytometry, Bim peptide-Bcl-B binding. inhibition, % at 10 µM. 190,000 compounds, 0.073% hits. AID 951, 2007;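 further: 0% = tracer peptide without compound and 100% = reference inhibitor peptide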
Target sequence (Q9HD36 whole entry, looked up): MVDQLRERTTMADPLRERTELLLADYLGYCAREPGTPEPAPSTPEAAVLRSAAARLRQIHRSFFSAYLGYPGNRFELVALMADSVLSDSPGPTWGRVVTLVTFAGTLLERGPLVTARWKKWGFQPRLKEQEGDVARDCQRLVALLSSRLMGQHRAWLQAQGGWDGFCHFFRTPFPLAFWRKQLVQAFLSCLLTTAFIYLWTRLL
RGS7-Gao reg: RGS7-Galphao binding modulators, primary screen, biochemical, multiplexed bead flow cytometry | Guanine nucleotide-binding protein G(o) subunit alpha (Homo sapiens), P09471 | actives lie on both sides | binding response (% of control), % at 10 µM | 220,000 compounds, 0.35% hits | AID 1439, 2008; in the data active means binding response below about 49% or above about 150%; inconclusive means no clear call, values can overlap the other calls; inactive means in between;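 further: fluorescent Galphao held in activated GDP-AlF4 state binding bead-coupled RGS7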
Mcl1 Bid PPI: Mcl-1/Bid binding inhibitors, primary screen, biochemical, TR-FRET, 1536-well; Induced myeloid leukemia cell differentiation protein Mcl-1 (Homo sapiens), Q07820; TR-FRET Mcl-1/Bid-Dy647 peptide binding; inhibition, % at 21.7 µM; 220,000 compounds, 0.97% hits;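 active means compounds that cut the binding signal by more than half at the single screening dose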;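 further: His-tagged Mcl-1 with europium anti-His antibody binding Bid BH3 peptide; 0% = Mcl-1 plus peptide wells and 100% = peptide-only wells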
Bim-Bcl-XL: inhibitors of Bim-Bcl-XL binding, primary screen, biochemical, multiplexed, bead flow cytometry, human Bcl-XL | Bcl-2-like protein 1 (Homo sapiens), Q07817 | Bim peptide-Bcl-XL binding, fluorescence | inhibition, % at 10 µM | 190,000 compounds, 0.04% hits | AID 1007, 2008
Target sequence (Q07817 whole entry, looked up): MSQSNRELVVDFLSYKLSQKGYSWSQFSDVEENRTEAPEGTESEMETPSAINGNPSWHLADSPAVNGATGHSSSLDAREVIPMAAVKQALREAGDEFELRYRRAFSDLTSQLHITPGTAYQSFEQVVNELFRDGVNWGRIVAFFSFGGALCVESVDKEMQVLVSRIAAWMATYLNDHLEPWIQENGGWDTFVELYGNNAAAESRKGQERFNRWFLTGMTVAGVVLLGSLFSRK
Bim-Bfl-1: inhibitors of Bim binding to Bfl-1, primary screen, biochemical, multiplexed, bead-based flow cytometry; Bcl-2-related protein A1 (Homo sapiens), Q16548; Bim-Bfl-1 binding inhibition; 190,000 compounds, 0.12% hits; inhibition, % at 10 µM;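 further: 0% = wells without compound plus tracer and 100% = blocker peptide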
Bcl-W Bim block: inhibitors of Bim binding to Bcl-W, primary screen, biochemical, multiplexed, bead-based flow cytometry; Bcl-2-like protein 2 (Homo sapiens), Q92843; Bim peptide-Bcl-W binding; inhibition, % at 10 µM; 190,000 compounds, 0.02% hits; AID 952, 2007;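 further: 0% = bound tracer without compound and 100% = peptide blocker; higher means less fluorescent Bim peptide bound to Bcl-W beads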
Target sequence (Q92843 whole entry, looked up): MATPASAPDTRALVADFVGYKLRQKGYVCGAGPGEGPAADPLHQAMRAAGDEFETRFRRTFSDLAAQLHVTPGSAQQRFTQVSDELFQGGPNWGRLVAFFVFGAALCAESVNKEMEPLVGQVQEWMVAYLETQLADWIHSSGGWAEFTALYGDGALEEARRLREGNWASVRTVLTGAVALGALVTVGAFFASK
Bim-Bcl-2: inhibitors of Bim-Bcl-2 binding, primary screen, biochemical, multiplexed, human Bcl-2 family | Apoptosis regulator Bcl-2 (Homo sapiens), P10415 | Bead-based flow cytometry, Bim peptide-Bcl-2 binding | inhibition, % at 10 µM | 190,000 compounds, 0.06% hits | AID 950, 2007; in the data active means inhibition above about 40%; inconclusive means no clear call, values can overlap the other calls;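 further: 0% = no compound wells with probe peptide and 100% = reference peptide inhibitor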
* marks the source's active call; other numbers are inactive results. Unless noted, no stated cut-off is given here; in the data, active means inhibition above about 40%.

For CCC1(C(=O)OC)CCc2c(cc(OC)c3ccccc23)C1=O (centres undefined) the results were RGS4-Gao reg 101.5, RGS8-Gao reg 103.5, Mcl1 Noxa PPI 88.2*, RGS7-Gao reg inconclusive and Mcl1 Bid PPI -1.1.
Cc1ccccc1N1C(=O)CC(N(O)c2ccccc2)C1=O (centres undefined) was read as Mcl-1 Bim block 1.0, RGS4-Gao reg 100.2, RGS8-Gao reg 103.2, Mcl1 Noxa PPI 0.7, Bcl-B Bim block 0.0, RGS7-Gao reg 100.5, Mcl1 Bid PPI -62.5, Bim-Bcl-XL 0.0, Bim-Bfl-1 3.0, Bcl-W Bim block 0.0 and Bim-Bcl-2 -1.0.
Cc1ccc(NC(=S)N(Cc2cccc(Br)c2)CC2CCC(C(=O)O)CC2)cc1 (centres undefined) was read as Mcl-1 Bim block -3.0, RGS4-Gao reg 103.0, RGS8-Gao reg 97.4, Mcl1 Noxa PPI 12.6, Bcl-B Bim block -13.0, RGS7-Gao reg 96.5, Mcl1 Bid PPI -43.9, Bim-Bcl-XL -7.0, Bim-Bfl-1 -2.0, Bcl-W Bim block -4.0 and Bim-Bcl-2 -4.0.
`CC(C)[C@H](NC(=O)Nc1ccc(Oc2ccccc2)cc1)C(=O)O` gave Mcl-1 Bim block -4.0, RGS4-Gao reg 103.0, RGS8-Gao reg 99.9, Mcl1 Noxa PPI 15.4, Bcl-B Bim block -8.0, RGS7-Gao reg 102.5, Mcl1 Bid PPI -7.6, Bim-Bcl-XL -4.0, Bim-Bfl-1 -6.0, Bcl-W Bim block -2.0 and Bim-Bcl-2 -7.0.
For Cc1ccc(NC(=S)N(Cc2ccc(Cl)cc2)Cc2ccc(C(=O)O)cc2)cc1Cl the results were Mcl-1 Bim block -1.0, RGS4-Gao reg 98.7, RGS8-Gao reg 98.0, Mcl1 Noxa PPI 8.5, Bcl-B Bim block -7.0, RGS7-Gao reg 98.0, Mcl1 Bid PPI -7.7, Bim-Bcl-XL -2.0, Bim-Bfl-1 -1.0, Bcl-W Bim block -6.0 and Bim-Bcl-2 -1.0.
Screening Cc1ccc(N(CC(=O)Nc2ccc(C)cn2)S(=O)(=O)c2c(C)nn(C)c2C)cc1 returned Mcl-1 Bim block -4.0, RGS4-Gao reg 99.1, RGS8-Gao reg 96.9, Mcl1 Noxa PPI 17.4, Bcl-B Bim block -7.0, RGS7-Gao reg 103.9, Mcl1 Bid PPI -31.2, Bim-Bcl-XL -4.0, Bim-Bfl-1 -9.0, Bcl-W Bim block -2.0 and Bim-Bcl-2 -14.0.
`Cn1c(=O)[nH]c(NC2CCCCC2)c(N=O)c1=O` gave Mcl-1 Bim block -3.0, RGS4-Gao reg 104.7, RGS8-Gao reg 111.5, Mcl1 Noxa PPI 21.6, Bcl-B Bim block -2.0, RGS7-Gao reg 101.3, Mcl1 Bid PPI -11.9, Bim-Bcl-XL -4.0, Bim-Bfl-1 -4.0, Bcl-W Bim block -8.0 and Bim-Bcl-2 -4.0.
CCOc1ccc(NC(=O)COc2nsnc2N2CCCCC2)cc1 was read as Mcl-1 Bim block 0.0, RGS4-Gao reg 97.5, RGS8-Gao reg 102.1, Mcl1 Noxa PPI 14.5, Bcl-B Bim block -5.0, RGS7-Gao reg 100.1, Mcl1 Bid PPI 4.2, Bim-Bcl-XL -1.0, Bim-Bfl-1 -8.0, Bcl-W Bim block 1.0 and Bim-Bcl-2 -7.0.
For CN1CCN(c2nc3c(c(=O)[nH]c(=O)n3C)n2CCSc2nc3ccccc3s2)CC1 the results were Mcl-1 Bim block -8.0, RGS4-Gao reg 95.7, RGS8-Gao reg 98.0, Mcl1 Noxa PPI 4.4, Bcl-B Bim block -4.0, RGS7-Gao reg 97.4, Mcl1 Bid PPI -27.1, Bim-Bcl-XL -5.0, Bim-Bfl-1 0.0, Bcl-W Bim block -3.0 and Bim-Bcl-2 -1.0.
For Nc1c(S(=O)(=O)c2cc(Cl)ccc2Cl)c2nc3ccccc3nc2n1CCN1CCOCC1 the results were Mcl-1 Bim block 1.0, RGS4-Gao reg 102.3, RGS8-Gao reg 102.3, Mcl1 Noxa PPI 3.3, Bcl-B Bim block -8.0, RGS7-Gao reg 100.1, Mcl1 Bid PPI -12.3, Bim-Bcl-XL -3.0, Bim-Bfl-1 -11.0, Bcl-W Bim block 0.0 and Bim-Bcl-2 -8.0.
`CCOC(=O)C1=C(COC(=O)C2(C)CC2(Cl)Cl)NC(=O)NC1c1ccc(OC)cc1` (centres undefined) gave Mcl-1 Bim block -5.0, RGS4-Gao reg 103.0, RGS8-Gao reg 100.0, Mcl1 Noxa PPI 26.8, Bcl-B Bim block -4.0, RGS7-Gao reg 103.2, Mcl1 Bid PPI -2.2, Bim-Bcl-XL 0.0, Bim-Bfl-1 -3.0, Bcl-W Bim block 0.0 and Bim-Bcl-2 0.0.
CCOC(=O)c1c(NC(=O)c2ccc(Br)o2)sc(C)c1CC was read as Mcl-1 Bim block -8.0, RGS4-Gao reg 101.3, RGS8-Gao reg 96.6, Mcl1 Noxa PPI -0.1, Bcl-B Bim block -1.0, RGS7-Gao reg 94.4, Mcl1 Bid PPI -23.3, Bim-Bcl-XL 0.0, Bim-Bfl-1 0.0, Bcl-W Bim block -3.0 and Bim-Bcl-2 -5.0.
O=C(NCCCO)NC12CC3CC(CC(C3)C1)C2 was read as Mcl-1 Bim block 4.0, RGS4-Gao reg 96.5, RGS8-Gao reg 92.0, Mcl1 Noxa PPI 2.0, Bcl-B Bim block 8.0, RGS7-Gao reg 95.1, Mcl1 Bid PPI 0.1, Bim-Bcl-XL 9.0, Bim-Bfl-1 5.0, Bcl-W Bim block 5.0 and Bim-Bcl-2 4.0.
CCN(CC)S(=O)(=O)c1cc(C(=O)O)c(Cl)cc1Cl was read as Mcl-1 Bim block 0.0, RGS4-Gao reg 100.1, RGS8-Gao reg 101.6, Mcl1 Noxa PPI 13.1, Bcl-B Bim block -8.0, RGS7-Gao reg 98.5, Mcl1 Bid PPI -1.6, Bim-Bcl-XL -2.0, Bim-Bfl-1 -11.0, Bcl-W Bim block 1.0 and Bim-Bcl-2 -10.0.
For COc1ccc(C(C(=O)NC2CCCCC2)N(C(=O)CCl)c2ccc(C)cc2)cc1 (centres undefined) the results were Mcl-1 Bim block -3.0, RGS4-Gao reg 103.1, RGS8-Gao reg 104.5, Mcl1 Noxa PPI -8.5, Bcl-B Bim block -3.0, RGS7-Gao reg 103.3, Mcl1 Bid PPI -3.1, Bim-Bcl-XL -6.0, Bim-Bfl-1 -2.0, Bcl-W Bim block -4.0 and Bim-Bcl-2 0.0.
For O=C(COC(=O)/C=C/c1ccc(OC(F)F)cc1)NCc1cccs1 the results were Mcl-1 Bim block 0.0, RGS4-Gao reg 93.9, RGS8-Gao reg 78.2, Mcl1 Noxa PPI 6.2, Bcl-B Bim block 7.0, RGS7-Gao reg 99.2, Mcl1 Bid PPI -9.5, Bim-Bcl-XL 0.0, Bim-Bfl-1 3.0, Bcl-W Bim block 4.0 and Bim-Bcl-2 2.0.
`O=c1c(=NNc2ccccc2Cl)c(=O)c2ccccc12` gave Mcl-1 Bim block -3.0, RGS4-Gao reg 101.3, RGS8-Gao reg 101.0, Mcl1 Noxa PPI 33.2, Bcl-B Bim block -9.0, RGS7-Gao reg 98.3, Mcl1 Bid PPI 56.8*, Bim-Bcl-XL -10.0, Bim-Bfl-1 -15.0, Bcl-W Bim block 0.0 and Bim-Bcl-2 -8.0.
Screening O=C(c1ccccc1)N1CN2CN(C(=O)c3ccccc3)CC([N+](=O)[O-])(C2)C1 returned Mcl-1 Bim block 0.0, RGS4-Gao reg 89.6, RGS8-Gao reg 95.3, Mcl1 Noxa PPI 18.9, Bcl-B Bim block -8.0, RGS7-Gao reg 89.7, Mcl1 Bid PPI -1.7, Bim-Bcl-XL -5.0, Bim-Bfl-1 -12.0, Bcl-W Bim block 0.0 and Bim-Bcl-2 -10.0.
CC(=O)c1c(C)nn(CC(O)Cn2c3c(c4cc(C)ccc42)CCCC3=O)c1C (centres undefined) was read as Mcl-1 Bim block -1.0, RGS4-Gao reg 103.5, RGS8-Gao reg 100.2, Mcl1 Noxa PPI 0.1, Bcl-B Bim block -3.0, RGS7-Gao reg 102.1, Mcl1 Bid PPI -9.8, Bim-Bcl-XL -2.0, Bim-Bfl-1 -1.0, Bcl-W Bim block -2.0 and Bim-Bcl-2 0.0.
Cc1ccc(CNC(=O)COC(=O)C2CCN(S(=O)(=O)c3cccs3)CC2)cc1 was read as Mcl-1 Bim block 0.0, RGS4-Gao reg 103.0, RGS8-Gao reg 101.0, Mcl1 Noxa PPI 17.5, Bcl-B Bim block -4.0, RGS7-Gao reg 104.6, Mcl1 Bid PPI -11.9, Bim-Bcl-XL 0.0, Bim-Bfl-1 -2.0, Bcl-W Bim block 0.0 and Bim-Bcl-2 0.0.
O=C(CN1CCC(NC(=O)C2CCCCC2)CC1)NCc1ccco1 was read as Mcl-1 Bim block -3.0, RGS4-Gao reg 99.7, RGS8-Gao reg 101.1, Mcl1 Noxa PPI 0.0, Bcl-B Bim block -9.0, RGS7-Gao reg 105.0, Mcl1 Bid PPI -17.3, Bim-Bcl-XL -3.0, Bim-Bfl-1 -5.0, Bcl-W Bim block -4.0 and Bim-Bcl-2 -1.0.
`COC(c1ccccc1)c1nnc(CCC(=O)N(C)C(C2CC2)C2CC2)o1` (centres undefined) gave Mcl-1 Bim block -1.0, RGS4-Gao reg 107.2, RGS8-Gao reg 102.8, Mcl1 Noxa PPI 21.6, Bcl-B Bim block -3.0, RGS7-Gao reg 111.3, Mcl1 Bid PPI 2.1, Bim-Bcl-XL 0.0, Bim-Bfl-1 -3.0, Bcl-W Bim block -1.0 and Bim-Bcl-2 -2.0.
`Cc1cc2cc(CNC(=S)NC3CCCCC3)ccc2n1C` gave Mcl-1 Bim block 0.0, RGS4-Gao reg 109.4, RGS8-Gao reg 108.1, Mcl1 Noxa PPI 0.9, Bcl-B Bim block -5.0, RGS7-Gao reg 103.9, Mcl1 Bid PPI -61.3, Bim-Bcl-XL 0.0, Bim-Bfl-1 -9.0, Bcl-W Bim block 0.0 and Bim-Bcl-2 -1.0.

Compound activity (PubChem BioAssay)
